# LGR2 antag: inhibitors of bursicon-induced Drosophila LGR2 receptor cAMP signaling | AID 720647 | inhibition, % at 9.99 µM | HEK293 LGR2, CRE-luciferase, bursicon-stimulated, 4 h | 380,000 compounds, 0.35% hits;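 active = drop in luminescence signal, shown as inhibition above about 50% in the replicate tests, limit read from the data, passing the limit was not always enough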;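 note: agonist challenge used bursicon conditioned medium at about half maximal strength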
# EWS-Fli inh: EWS/Fli transcriptional activity inhibition; A673 NR0B1-luciferase reporter, viability-normalised; 350,000 compounds, 0.67% hits; AID 651661; inhibition, % at 12.6 µM;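 active = mean inhibition of at least 50% after viability correction, with every replicate also passing that limit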;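 note: firefly luciferase signal divided by Alamar Blue viability fluorescence both relative to DMSO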
# PGC1a acetyl inh: PGC1a acetylation modulation, inhibitor mode. U2OS PGC1a acetylation, AlphaScreen anti-acetyl-lysine; with virally co-expressed GCN5 acetyltransferase. inhibition, % at 15.6 µM. 350,000 compounds, 0.17% hits;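 active = every replicate shows inhibition of at least 40%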;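 note: 0% = neutral control wells and 100% = positive control wells; some results beyond the cut were filed as inactive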
# FN deposition inh: fibronectin deposition inhibition | AID 743247 | AH1F fibroblasts, Alexa488-fibronectin deposition fluorescence, overnight | 350,000 compounds, 0.086% hits | inhibition, % at 12.6 µM;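 active = mean inhibition across replicates of 30% or more, regardless of how many single replicates reach that level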;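 note: positive control wells lacked labelled fibronectin entirely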
#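 Material: AH1F fibroblasts assembling fluorescent fibronectin matrix; amount: 10000 AH1F cells/well; medium: DMEM, 2% serum; reagent: Alexa488-fibronectin, 24 nM final in well; dosing: single compound dose, delivered by pin transfer; incubation: 1 h adhesion, overnight exposure; detection: fluorescence after three HBSS washes, excitation 485 nm, emission 525 nm; measure: fibronectin deposition inhibition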
# PAX8 inh HTS: inhibitors of PAX8 transcriptional activity in RMG-I cells | RMG-I TPO-luciferase reporter, SteadyGlo, 24 h | inhibition, % at 12.6 µM | 360,000 compounds, 1.2% hits | AID 652154;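 active = mean replicate inhibition at least 60% with every replicate also reaching 60%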;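 note: luciferase light reporting Pax8 driven TPO promoter activity; plate controls were median of neutral control wells for no effect and mitoxantrone controls for full effect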
# ERAP1 HTS inh: ERAP1 (human) enzyme inhibition; Q9NZ08; recombinant ERAP1, Leu-AMC fluorescence, 60 min; inhibition, % at 10.7 µM; 340,000 compounds, 0.15% hits; AID 652197;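 active = mean replicate inhibition of at least 30%, or all replicates individually reaching that 30% level; inactive = mean below 30% and not every replicate reaching it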;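 note: 0% = neutral control wells and 100% = L-leucinethiol positive control wells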
# Target sequence (Q9NZ08 whole entry, looked up): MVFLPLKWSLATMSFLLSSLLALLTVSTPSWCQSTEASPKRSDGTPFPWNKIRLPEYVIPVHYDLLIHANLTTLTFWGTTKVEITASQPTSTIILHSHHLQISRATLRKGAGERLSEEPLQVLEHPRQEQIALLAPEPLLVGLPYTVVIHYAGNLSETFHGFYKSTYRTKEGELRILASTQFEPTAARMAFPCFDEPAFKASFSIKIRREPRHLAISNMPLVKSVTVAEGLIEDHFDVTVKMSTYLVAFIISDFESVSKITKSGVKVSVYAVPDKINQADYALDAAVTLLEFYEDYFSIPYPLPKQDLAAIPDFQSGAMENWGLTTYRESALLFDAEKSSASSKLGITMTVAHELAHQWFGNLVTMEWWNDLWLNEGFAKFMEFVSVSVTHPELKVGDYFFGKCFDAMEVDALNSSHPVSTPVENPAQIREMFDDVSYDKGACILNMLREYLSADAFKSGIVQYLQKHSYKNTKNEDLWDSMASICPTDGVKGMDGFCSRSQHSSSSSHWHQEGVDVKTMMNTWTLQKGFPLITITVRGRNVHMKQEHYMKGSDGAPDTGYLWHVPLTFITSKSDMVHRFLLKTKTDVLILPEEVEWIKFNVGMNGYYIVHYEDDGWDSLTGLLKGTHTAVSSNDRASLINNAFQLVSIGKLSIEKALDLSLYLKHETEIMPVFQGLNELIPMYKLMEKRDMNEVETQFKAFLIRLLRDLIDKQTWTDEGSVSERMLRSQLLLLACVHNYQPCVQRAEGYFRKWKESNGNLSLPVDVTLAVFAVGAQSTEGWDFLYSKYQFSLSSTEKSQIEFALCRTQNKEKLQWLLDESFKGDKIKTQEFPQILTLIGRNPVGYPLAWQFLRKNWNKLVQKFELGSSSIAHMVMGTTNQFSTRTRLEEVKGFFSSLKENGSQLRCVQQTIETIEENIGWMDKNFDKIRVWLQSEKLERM
# PglD inh: inhibitors of Campylobacter jejuni PglD acetyltransferase. purified PglD enzyme, DTNB colorimetric CoA detection. inhibition, % at 12.5 µM. 360,000 compounds, 0.098% hits. AID 602405; in the data active = inhibition above about 16%, passing the limit was not always enough; note: strong numbers were not always called active
# S100A4 inh HTS: blocks human S100A4 binding to myosin IIA peptide; 360,000 compounds, 0.14% hits; AID 652163; P26447; inhibition, % at 10.7 µM; S100A4/TAMRA-MyoIIA peptide fluorescence polarization;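 active = mean inhibition of at least 70% across replicates, with every replicate also reaching that level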
# Target sequence (P26447 whole entry, looked up): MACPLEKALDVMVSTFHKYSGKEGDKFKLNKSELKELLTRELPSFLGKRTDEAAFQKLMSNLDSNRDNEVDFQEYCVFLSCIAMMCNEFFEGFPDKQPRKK
#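 Material: S100A4 monomer protein / Buffer or medium: 50 mM HEPES pH 7.2, 10 mM CaCl2, 100 mM KCl / Times: 5 min incubation before reading / Benchmarks: neutral control DMSO, positive control TFP / Reagent: labelled myosin peptide probe, 5 nM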
# An asterisk follows results filed as active; . = not tested or not shown.
SMILES,LGR2 antag,EWS-Fli inh,PGC1a acetyl inh,FN deposition inh,PAX8 inh HTS,ERAP1 HTS inh,PglD inh,S100A4 inh HTS
COc1ccccc1N1CCN(C(=O)c2oc3c(c2C)C(=O)CC(C)(C)C3)CC1,18,2,.,3,17,-1,4,0
O=C([C@H]1[C@H](CO)[C@H]2Cn3c(ccc(-c4cccnc4)c3=O)[C@@H]1N2CC1CC1)N1CCCCC1,4,8,.,.,.,-3,3,12
CCOc1ccc(S(=O)(=O)NCC(c2ccc3c(c2)OCO3)N2CCN(C)CC2)cc1 (stereo unspecified),5,-5,-9,7,-8,0,-1,1
Cc1ccc(NC(=S)N2CCN(c3ccccn3)CC2)cc1C,27,1,7,5,1,2,6,-2
COc1cccc(CN(C)C(=O)CSCC(=O)Nc2cccc(C)c2)c1OC,8,6,-6,5,9,-3,-3,7
CCN1CCc2c(OCc3ccccc3)cccc2C1=O,3,11,11,-18,19,1,.,-7
COCCCN1C(=O)C(CC(=O)NC2CCCC2)CC(C(=O)N2CCOCC2)=C1C (stereo unspecified),6,-4,6,4,-3,.,-2,-4
Cc1ccc(C(=O)Nc2nc3n(n2)C(c2ccccc2)CC(=O)N3)cc1 (stereo unspecified),-3,-3,-18,-2,9,0,2,-2
C[C@H](CO)N1C[C@H](C)[C@@H](CN(C)Cc2ccc(C(=O)Nc3ccccc3N)cc2)Oc2c(NC(=O)c3cnccn3)cccc2C1=O,-3,48,13,-1,.,0,2,3
O=C(NCCc1ccccc1F)c1ccc2c(c1)OCCO2,102*,90*,-5,2,110*,2,-2,-6
NC(=O)N/N=C/c1coc2ccc(O)cc2c1=O,-1,-4,3,-1,3,.,3,0
COc1ccccc1-c1nnc(SCC(=O)NCc2ccco2)n1N,-21,8,.,-3,11,-1,.,-6
COc1ccccc1NC(=O)c1ccc2c(c1)CCN2S(C)(=O)=O,2,-7,-3,-6,8,0,3,3
O=C(C[C@@H]1CC[C@H](NC(=O)c2ccncc2)[C@H](CO)O1)NCC1CC1,4,-7,9,2,.,-1,2,-1
COc1ccc(NC(=O)C2(C)Cc3c(-c4ccc(NC(C)=O)cc4)ccnc3O2)cc1 (stereo unspecified),3,6,.,.,12,-3,-4,-3
Cn1cc(C(=O)c2cccc(Cl)c2)cc1/C=N\O,-29,-22,-1,-5,-38,8,.,-24
C[C@@H](NC(=O)[C@H]1[C@H](CO)[C@H]2Cn3c(cccc3=O)[C@H]2N1S(C)(=O)=O)c1ccccc1,-5,-8,.,.,-9,9,4,4
CC1(C)C(C=C(Cl)Cl)C1C(=O)N1CCN(Cc2ccccc2)CC1 (stereo unspecified),3,8,9,-7,-3,-2,-4,-3
CC(C)(C)c1cc(NC(=O)NN2CCOCC2)nn1-c1c(Cl)cc(Cl)cc1Cl,.,4,-15,-1,22,-2,.,-1
CSc1nc(C)c(Oc2ccccc2)c(=O)n1C,.,.,-18,8,14,.,-3,.

# One compound at a time, as listed above. Values in the order: LGR2 antag | EWS-Fli inh | PGC1a acetyl inh | FN deposition inh | PAX8 inh HTS | ERAP1 HTS inh | PglD inh | S100A4 inh HTS
# CC(C)(C)c1cc(NC(=O)NN2CCOCC2)nn1-c1c(Cl)cc(Cl)cc1Cl reads . | 4 | -15 | -1 | 22 | -2 | . | -1
# COc1ccccc1NC(=O)c1ccc2c(c1)CCN2S(C)(=O)=O reads 2 | -7 | -3 | -6 | 8 | 0 | 3 | 3
# Cn1cc(C(=O)c2cccc(Cl)c2)cc1/C=N\O reads -29 | -22 | -1 | -5 | -38 | 8 | . | -24

# (more compounds)
SMILES,LGR2 antag,EWS-Fli inh,PGC1a acetyl inh,FN deposition inh,PAX8 inh HTS,ERAP1 HTS inh,PglD inh,S100A4 inh HTS
COc1cccc2c1C(=O)c1c(O)c3c(c(O)c1C2=O)CC(O)(C(C)=NNC(=O)c1ccc(Cl)c(Cl)c1)CC3OC1CC(N)C(O)C(C)O1 (stereo unspecified),96*,64*,26,-7,107*,42*,.,189*
COc1cccc(CN2CCN(Cc3ccc4c(NC(C)=O)cccc4n3)CC2CCO)c1 (stereo unspecified),15,-2,9,7,8,-1,2,1
CSCC[C@H](NC(=O)C1CCC(CNC(=O)[C@@H]2CCCN2C(=O)OC(C)(C)C)CC1)C(=O)O (stereo partly specified),-10,8,.,.,6,0,9,3
COc1ccc(C(=O)NC(=S)Nc2cccnc2)cc1Cl,-9,-3,-6,0,-33,3,12,6
CN(C)C(=O)c1ccc(-c2ccc(C3[C@@H]4CN(C(=O)C5CCCCC5)C[C@H]3N4)cc2)cc1 (stereo partly specified),6,-6,4,6,-8,-6,.,-6
CCOC(=O)c1c(C)n(C)c2ccc(OCC(O)CN3CCCCCC3)cc12 (stereo unspecified),-3,5,-12,0,-4,1,3,29
COc1cccc(NC(=O)CN(C)C(=O)CC2CCCC2)c1,-11,2,-7,-2,-2,-4,0,3
C[C@H](CO)N1C[C@H](C)[C@H](CN(C)C(=O)Nc2ccc3c(c2)OCO3)OCCCC[C@H](C)Oc2ccc(N(C)C)cc2C1=O,-17,-6,-2,.,14,.,.,.
C[C@H]1CCCCO[C@H](CN(C)S(=O)(=O)c2ccc(F)cc2)[C@@H](C)CN([C@@H](C)CO)C(=O)c2cc(NC(=O)CCC(F)(F)F)ccc2O1,-7,-3,-7,-3,22,.,5,.
C/C=C/c1cnc2c(c1)C(=O)N([C@H](C)CO)C[C@H](C)[C@@H](CN(C)S(=O)(=O)c1ccc(F)cc1)O2,-1,1,-4,.,.,-4,-1,0
O=[N+]([O-])c1cccc(OCCN2CCC(Cc3ccccc3)CC2)c1,5,2,8,1,-8,-1,-9,-1
CCCC#Cc1ccc([C@H]2[C@@H](CO)N3CCCCN(S(C)(=O)=O)C[C@@H]23)cc1,8,-4,-2,.,-13,1,-3,-1
Cc1ccc(S(=O)(=O)N(C)C[C@@H]2Oc3c(NC(=O)C4CCOCC4)cccc3C(=O)N([C@@H](C)CO)C[C@H]2C)cc1,-2,-15,17,.,-10,0,-1,0
COCc1c(CCl)cnc(C)c1O,5,-4,.,.,4,4,.,1
Cc1[nH]n(-c2ccc(Cl)cc2)c(=O)c1N=Nc1cccnc1,-51,-70,.,1,-37,-2,.,0
C/C=C/c1ccc([C@H]2[C@@H](CO)N(C(=O)CC)[C@H]2CNC(=O)c2ccncc2)cc1,-16,2,0,-9,-9,.,2,.
O=S(=O)(NC1c2cccc3cccc(c23)C1N1CCNCC1)c1ccccc1 (stereo unspecified),.,.,-35,-7,9,.,1,.
CCN(CC)S(=O)(=O)c1ccc(Nc2cc(C)nc3ncnn23)cc1,3,4,-4,.,.,-1,-1,-1
Nc1ccn(C(C=O)CC(C=O)CO)c(=O)n1 (stereo unspecified),-14,-3,12,-1,-2,2,0,0
CC1CCC(CN2C(Nc3ccccc3)=NC[C@@H]2C)CC1 (stereo partly specified),-1,-4,-8,1,38,0,-1,4
CCNC(=O)[C@@H]1[C@@H](CO)[C@@H]2Cn3c(ccc(C4=CCCCC4)c3=O)[C@@H]2N1CC1CC1,1,5,.,.,.,2,2,7
Cc1ccc(C2NC(=S)NC3=C2C(=O)CCC3)cc1 (stereo unspecified),8,6,.,-1,0,3,.,-6
CCC(C)NC(=O)c1cn(CC)c2cc(N3CCN(C(=O)c4ccco4)CC3)c(F)cc2c1=O (stereo unspecified),-5,.,.,-7,48,2,-2,5
O=[N+]([O-])c1ccc(CS(=O)(=O)N2CCN(c3ccccc3)CC2)cc1,6,2,.,-6,-14,0,-4,-2
C=CCn1c(SCCN)nnc1-c1cccc(S(=O)(=O)N2CCOCC2)c1,6,-2,7,1,5,-2,1,-2
O=C(NCCc1cccs1)C1CC(c2ccccc2[N+](=O)[O-])=NO1 (stereo unspecified),-43,-97,0,12,-147,-1,-1,0
COc1ccccc1N(CC(=O)NCC(C)C)S(=O)(=O)c1cccs1,-5,.,2,-3,21,.,-1,.
CC(C)CC#Cc1ccc2c(c1)O[C@@H](CN(C)C(=O)Cc1cccnc1)[C@@H](C)CN([C@@H](C)CO)S2(=O)=O,-9,-1,3,14,-3,-1,0,0
Cc1cc(C)n(-c2ccc(NC(=O)C3CCCCN3C(=O)c3ccoc3)cc2)n1 (stereo unspecified),-12,-7,.,.,2,-7,-2,-4
CCN(c1cccc(C)c1)S(=O)(=O)c1cc2[nH]c(=O)c(=O)[nH]c2cc1C,-4,1,.,4,6,0,-1,-3
CCOC(=O)[C@]12CCCC=C1N(Cc1ccc3c(c1)OCO3)C(=O)[C@H](CC(=O)N1CCOCC1)C2,.,-1,.,-3,8,3,.,-5
O=C(c1ccc(NS(=O)(=O)c2ccc3[nH]c(=O)[nH]c3c2)cc1)N1CCN(c2ccccc2O)CC1,-2,-6,-8,4,13,1,-6,-3
O=[N+]([O-])c1cc(/C=N/Nc2nc3ccccc3[nH]2)c(O)cc1O,-57,-16,.,13,14,1,.,3
O=C(Nc1ccccc1)Nc1nc(-c2ccc(F)cc2)cs1,-27,-30,.,-1,-22,-3,.,-2
Cc1csc(=O)n1CCC(=O)OCc1nnc(-c2ccc([N+](=O)[O-])cc2)o1,3,2,1,5,-2,-3,-3,2
Cc1ccc(Cc2nc(-c3ccncc3)no2)cc1,-13,-14,-1,8,-28,2,.,-3
CSc1cccc(NC(=S)N(CCCN2CCCC2)Cc2cccs2)c1,-20,1,.,.,-2,-4,.,-3
CCCn1c(N)c(N(CCOC)C(=O)c2cc3ccccc3cc2OC)c(=O)[nH]c1=O,7,-1,-3,7,-1,0,0,-3

# Filtered by structure: the entries above containing a halogen
SMILES,LGR2 antag,EWS-Fli inh,PGC1a acetyl inh,FN deposition inh,PAX8 inh HTS,ERAP1 HTS inh,PglD inh,S100A4 inh HTS
O=C(NCCc1ccccc1F)c1ccc2c(c1)OCCO2,102*,90*,-5,2,110*,2,-2,-6
Cn1cc(C(=O)c2cccc(Cl)c2)cc1/C=N\O,-29,-22,-1,-5,-38,8,.,-24
CC1(C)C(C=C(Cl)Cl)C1C(=O)N1CCN(Cc2ccccc2)CC1 (stereo unspecified),3,8,9,-7,-3,-2,-4,-3
CC(C)(C)c1cc(NC(=O)NN2CCOCC2)nn1-c1c(Cl)cc(Cl)cc1Cl,.,4,-15,-1,22,-2,.,-1
COc1cccc2c1C(=O)c1c(O)c3c(c(O)c1C2=O)CC(O)(C(C)=NNC(=O)c1ccc(Cl)c(Cl)c1)CC3OC1CC(N)C(O)C(C)O1 (stereo unspecified),96*,64*,26,-7,107*,42*,.,189*
COc1ccc(C(=O)NC(=S)Nc2cccnc2)cc1Cl,-9,-3,-6,0,-33,3,12,6
C[C@H]1CCCCO[C@H](CN(C)S(=O)(=O)c2ccc(F)cc2)[C@@H](C)CN([C@@H](C)CO)C(=O)c2cc(NC(=O)CCC(F)(F)F)ccc2O1,-7,-3,-7,-3,22,.,5,.
C/C=C/c1cnc2c(c1)C(=O)N([C@H](C)CO)C[C@H](C)[C@@H](CN(C)S(=O)(=O)c1ccc(F)cc1)O2,-1,1,-4,.,.,-4,-1,0
COCc1c(CCl)cnc(C)c1O,5,-4,.,.,4,4,.,1
Cc1[nH]n(-c2ccc(Cl)cc2)c(=O)c1N=Nc1cccnc1,-51,-70,.,1,-37,-2,.,0
CCC(C)NC(=O)c1cn(CC)c2cc(N3CCN(C(=O)c4ccco4)CC3)c(F)cc2c1=O (stereo unspecified),-5,.,.,-7,48,2,-2,5
O=C(Nc1ccccc1)Nc1nc(-c2ccc(F)cc2)cs1,-27,-30,.,-1,-22,-3,.,-2
